Screening data as filed in PubChem.
FID counter – displaces DNA intercalator in HCV helicase counter-screen | inhibition, % at 7.9 µM | actives 0.17% (n = 290,000) | DNA fluorescent intercalator displacement, fluorescence; in the data active means inhibition above about 37%;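 further: 0% = vehicle and 100% = reference compound; higher means more ethidium bromide displaced from hairpin DNA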
GalR3 antagonist – blocks the human galanin receptor 3; O60755; HEK293 GalR3-CNG cAMP membrane potential fluorescence; galR3 body fused to GalR1 C-terminus; inhibition, % at 3 µM; actives 0.44% (n = 360,000); AID 651719;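 active means inhibition above the screen-wide average plus 3 SD, cut at about 13% in these data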;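 further: forskolin and galanin both at EC90 stimulate the cells; cAMP rise reported by CNG channel membrane potential dye signal; 0% = forskolin plus galanin with DMSO and 100% = forskolin alone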
Target sequence (O60755 1-299 limits assumed): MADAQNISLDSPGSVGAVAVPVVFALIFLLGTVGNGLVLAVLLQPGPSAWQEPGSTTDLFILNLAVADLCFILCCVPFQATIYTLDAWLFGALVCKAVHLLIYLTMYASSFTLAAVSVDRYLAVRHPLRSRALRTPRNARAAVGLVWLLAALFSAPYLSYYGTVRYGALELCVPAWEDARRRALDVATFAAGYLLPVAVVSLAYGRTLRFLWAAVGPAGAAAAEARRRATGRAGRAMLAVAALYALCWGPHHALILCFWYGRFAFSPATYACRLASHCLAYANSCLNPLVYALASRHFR
PHOSPHO1 block – blocks human PHOSPHO1 phosphatase activity; Q8TCT1; recombinant PHOSPHO1, absorbance phosphatase assay; inhibition, % at 13.3 µM; actives 1.1% (n = 290,000); in the data active means inhibition above about 60%
Target sequence (Q8TCT1 whole entry, looked up): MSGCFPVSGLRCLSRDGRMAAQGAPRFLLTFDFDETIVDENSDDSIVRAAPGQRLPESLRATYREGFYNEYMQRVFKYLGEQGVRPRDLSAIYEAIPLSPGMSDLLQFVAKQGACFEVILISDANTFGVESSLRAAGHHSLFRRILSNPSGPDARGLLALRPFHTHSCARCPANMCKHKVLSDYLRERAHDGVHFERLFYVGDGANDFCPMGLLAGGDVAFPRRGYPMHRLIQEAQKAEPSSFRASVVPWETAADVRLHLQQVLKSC
IMP-1 inh – inhibitors of Pseudomonas aeruginosa IMP-1 metallo-beta-lactamase; actives 0.45% (n = 290,000); purified IMP-1, nitrocefin hydrolysis, epi-absorbance fluorescence; AID 1556; inhibition, % at 5.6 µM;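 active means inhibition above the mean plus 3 SD of all compounds in the same screening run, cut at about 4.5% in these data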;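 further: 0% = IMP-1 with DMSO and 100% = DMSO wells lacking enzyme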
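System: Purified IMP-1 | Read-out basis: Percent enzyme inhibition | Controls: IMP-1 with DMSO as 0%, enzyme-free DMSO as 100% | Replicates: One well per compound | Doses: 5.6 µM nominal single concentration | Detection: Epi-absorbance fluorescence, 480 nm excitation, 530 nm emission | Incubation: 25 °C, 15 min preincubation, 25 min reaction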
V1R ag counter – V1a receptor agonism, counter-screen for OXTR agonists | P37288 | activation, % at 3 µM | actives 0.25% (n = 320,000) | AID 2797 | CHO-V1R cells, Fluo-8 calcium fluorescence, agonist mode; 0% DMSO, 100% 3 nM vasopressin;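 active means activation above the mean activation of all tested compounds plus 3 SD, per screening run, cut at about 20% in these data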;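 further: signal is peak over basal fluorescence ratio across a 100 second FLIPR read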
OXTR agonist – agonists of human oxytocin receptor; CHO-OTR cells, Fluo-8 calcium fluorescence; normalized: DMSO 0%, oxytocin 100%; activation, % at 3 µM; actives 0.32% (n = 320,000); AID 2435;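 active means activation above the mean of all tested compounds plus 3 SD, cutoff set per screening run, cut at about 20% in these data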;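 further: peak over basal fluorescence ratio from a 100 s FLIPR kinetic read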
Target sequence (P30559 whole entry, looked up): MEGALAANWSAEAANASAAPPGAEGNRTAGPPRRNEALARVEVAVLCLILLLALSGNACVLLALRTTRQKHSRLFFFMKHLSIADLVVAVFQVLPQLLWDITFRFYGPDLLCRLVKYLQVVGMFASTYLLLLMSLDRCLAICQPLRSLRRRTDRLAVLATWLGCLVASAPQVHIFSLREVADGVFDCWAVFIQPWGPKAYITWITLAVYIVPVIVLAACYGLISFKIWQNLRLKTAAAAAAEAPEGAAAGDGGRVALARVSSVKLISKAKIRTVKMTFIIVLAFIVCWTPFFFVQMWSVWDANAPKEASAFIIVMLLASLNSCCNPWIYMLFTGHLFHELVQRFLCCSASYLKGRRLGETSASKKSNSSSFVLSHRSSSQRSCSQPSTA
GPR7 antagonist – human neuropeptides B/W receptor 1 antagonism. GPR7-expressing cells, fluorescence antagonist assay. actives 1.1% (n = 290,000). P48145. inhibition, % at 4.4 µM. AID 1861; in the data active means inhibition above about 16%, passing the limit was not always enough;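 further: cells stimulated with the agonist NPW; 0% = agonist with vehicle and 100% = vehicle without agonist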
VIM-2 inh – inhibitors of Pseudomonas aeruginosa VIM-2 metallo-beta-lactamase; purified VIM-2, nitrocefin hydrolysis, epi-absorbance fluorescence; inhibition, % at 5.6 µM; AID 1527; actives 0.89% (n = 290,000);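 active means inhibition above the mean of all tested compounds plus 3 SD, cutoff set per screening run, cut at about 7.5% in these data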;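 further: red hydrolysis product quenches plate fluorescence so inhibitors raise well fluorescence; 0% = enzyme with DMSO and 100% = DMSO without enzyme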
HCV NS3 hel inh – blocks Hepatitis C virus NS3 helicase unwinding; actives 0.56% (n = 290,000); NS3 helicase DNA unwinding, Cy5 molecular beacon fluorescence; inhibition, % at 10.9 µM;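 active means inhibition above the mean of all tested compounds plus 3 SD, set per campaign, cut at about 35% in these data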;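 further: 0% = DMSO wells and 100% = thioflavine S control wells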
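Assay system: hepatitis C virus NS3 helicase domain fragment enzyme. Also added: annealed dual-labelled DNA beacon duplex, ATP-started. Timing: 1 h reaction at 25 °C, ATP-initiated. Technique: Cy5 fluorescence at 0 and 60 min, beacon hairpin quenching. Evaluation: % inhibition of unwinding. Replication: one well per compound.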
Numbers without * were called inactive; nt = not tested or not shown.

SMILES	FID counter	GalR3 antagonist	PHOSPHO1 block	IMP-1 inh	V1R ag counter	OXTR agonist	GPR7 antagonist	VIM-2 inh	HCV NS3 hel inh
CCOC(=O)c1cnc2c(ccc3ccccc32)c1Cl	-5	-4	40	-3.2	-0.1	-0.4	-21	-0.8	1
COC(=O)c1nc(-c2ccccc2)oc1N(C)C	-6	-5	4	-7.5	-0.7	-0.8	-17	-2.6	7
CCOC(=O)Cc1csc(NC(=S)NC(=O)c2ccc(Cl)cc2)n1	3	-3	8	-2.0	12	14	13	-1.4	5
CS(=O)(=O)c1cccc(C(=O)Nc2ccccc2Cc2ccccc2)c1	-13	-5	11	-6.1	1.4	1.0	-1	-0.6	-1
COc1ccc(CCNC(=O)C(=O)c2c[nH]c3ccccc23)cc1OC	-11	-7	39	-0.7	nt	nt	-1	-1.5	1
NNC(=O)c1ccc2ccccc2n1	-7	-4	53	-3.8	nt	nt	4	-4.1	7
CCC(CC)C(=O)NN(C(=O)c1ccncc1)C1CC(=O)N(c2ccccc2)C1=O (stereo unspecified)	-12	9	8	0.1	0.7	0.2	-8	-0.6	-3
CN(C)S(=O)(=O)c1cccc(NC(=O)c2cc3c(=O)n4ccccc4nc3s2)c1	-3	-1	6	-2.4	0.2	0.4	-6	-4.2	18
Nc1ccc(C(=O)Nc2cccc(NC(=O)c3ccc(N)cc3)c2)cc1	4	-2	nt	-1.8	0.9	0.7	-18	-0.6	-2
C=CCNc1ncnc2c1ncn2C1OC(CO)C(O)C1O (stereo unspecified)	0	99*	-6	-2.4	0.4	0.5	-20	-0.6	2
CCC(=O)Nc1nonc1-c1nc2ccccc2n1CCC(C)C	-6	-5	-7	-1.4	0.2	-2.0	11	-0.6	-6
CNC(=O)c1ccc(C)c(NC(=O)C2=C(C)OCCS2)c1	-4	-10	13	-0.4	0.0	1.4	-4	0.0	-8
CC(C)C(=O)NNC(=O)CSc1nnnn1C(C)C	4	-2	46	-0.3	1.1	0.3	3	-2.1	1
COC(CNC(=O)c1cn(C)c2ccc(S(=O)(=O)N(C)C3CCCCC3)cc2c1=O)OC	-20	-4	22	1.2	1.8	-0.2	-5	-1.3	8
Cc1ccc(Cc2nnc3n(-c4cccc(C)c4)nc(C(=O)c4ccccc4)n3c2=O)cc1	-7	-5	-32	-4.4	0.1	-1.5	-16	-1.1	-6
C/C(=N\Nc1cccc([N+](=O)[O-])c1)c1cc2ccccc2o1	4	2	12	-2.6	-0.3	-2.7	-10	-3.7	0
c1ccc(-n2ncc3c2ncn2nc(CSc4nc5ccccc5s4)nc32)cc1	nt	3	4	nt	1.3	0.8	nt	nt	nt
CCc1ccc(NC(=O)CN(c2cc(C)cc(C)c2)S(=O)(=O)c2c(C)[nH]c(=O)[nH]c2=O)cc1	-49	nt	42	-1.5	-0.2	0.3	-3	-1.2	-11
COc1ccccc1-c1nnc(SC2CCc3ccccc3NC2=O)s1 (stereo unspecified)	-7	-3	-1	1.1	2.2	-1.7	0	0.2	-4
Cc1cccnc1NC(=O)c1c(O)c2ccccc2n(C)c1=O	-6	4	18	0.0	-0.2	4.2	-8	-0.7	-1
CCOC(=O)c1cccc(NC(=O)Nc2ccc(OCC)cc2)c1	-15	-1	28	-2.3	4.9	0.5	-8	-2.3	3
Cc1ccc2c(=O)c(C(=O)NCc3cccs3)c[nH]c2c1	0	-5	-19	-3.7	0.6	1.7	-4	-1.2	-3
COc1cc(OC)c(C2CC(=O)N3CN(c4ccc(C)cc4)CSC3=C2C#N)cc1OC (stereo unspecified)	-32	0	96*	-0.1	0.0	0.4	-9	-5.1	10
Cc1cccc(N(C)c2ccc3cc(S(=O)(=O)N4CCCC4)ccc3n2)c1	-45	1	17	-4.1	0.7	-1.3	-12	-0.9	3
O=[N+]([O-])c1cc(/C=N/N2CCN(C3c4ccccc4-c4ccccc43)CC2)ccc1Cl	-1	-1	10	-2.5	0.5	0.7	-6	-1.4	4
Later entries
SMILES	FID counter	GalR3 antagonist	PHOSPHO1 block	IMP-1 inh	V1R ag counter	OXTR agonist	GPR7 antagonist	VIM-2 inh	HCV NS3 hel inh
Cc1ccc(-n2c(C)cc(C3N=C(N)Nc4nc5ccccc5n43)c2C)c(C)c1 (stereo unspecified)	-8	-5	-14	-2.8	-2.1	-1.6	-9	-3.6	-42
Cc1nc(C)c(-c2ccn(C(=O)NC(C)C)n2)s1	-4	-2	3	-1.7	-0.1	-0.5	-4	-1.8	-1
COc1ccc(C(=O)NCCc2ccccc2)cc1[N+](=O)[O-]	0	-8	30	0.1	1.1	-1.0	31*	3.2	13
COc1ccc(S(=O)(=O)NCCC(=O)N2CCCC2)cc1N(C)S(C)(=O)=O	-4	-9	18	-0.7	-0.2	0.2	-13	-0.3	0
CCOC(=O)CSc1nc(NCc2ccco2)c2ccccc2n1	3	-4	14	-1.1	-0.7	-1.1	5	0.8	-4
COc1ccccc1NC(=O)Cn1c([N+](=O)[O-])cnc1C	0	-9	30	0.7	1.5	1.2	2	0.4	-4
COc1cccc(C(=O)N2CCN(C(=O)Cc3ccccc3)CC2)c1	-10	-1	33	-2.0	-0.6	-1.5	-11	-0.8	-11
CCc1ccc(N(CC)C(=O)c2ccc3c(Cl)c4c(nc3c2)CCC4)cc1	-9	nt	-11	-3.2	-1.1	-1.3	-8	-3.9	-6
CCCOc1c(Br)cc(C2C3=C(CCCC3=O)N(C)C3=C2C(=O)CCC3)cc1OC	-36	-5	3	-2.6	0.8	0.3	-1	-3.7	0
Cc1ccc(C2C3=C(CC(C)(C)CC3=O)Nc3[nH]c(=S)[nH]c(=O)c32)cc1 (stereo unspecified)	nt	-2	51	nt	0.2	-0.1	nt	nt	nt
CCOC(=O)c1cnc(SCc2nc(N)nc(Nc3ccccc3OC)n2)nc1N	-1	-4	43	-1.6	0.1	1.2	-8	-1.7	-9
O=C(NC1CCN(S(=O)(=O)c2ccc(Cl)cc2)CC1)C1CCCCC1	-9	-7	14	-3.8	-0.3	0.3	7	-0.5	13
O=C(NCCCO)/C(=C\c1cn(-c2ccccc2)nc1-c1cccnc1)NC(=O)c1ccccc1	-23	-2	3	-0.5	0.7	-0.6	-3	-3.3	-2
COc1ccc(C2SCCN2S(=O)(=O)c2ccc(F)cc2)cc1OC (stereo unspecified)	-3	-2	-3	-4.8	1.3	0.9	-16	-1.4	-4
O=C(Nc1ccccc1C(=O)NCCCN1CCOCC1)c1ccccc1	-1	0	10	-0.8	2.1	0.4	0	-2.1	2
CCOc1ccc(C(O)(CCC(C)C)C(CN2CCOCC2)c2ccccc2)cc1 (stereo unspecified)	-16	-9	-6	-4.8	-1.5	-1.4	-8	-3.8	-39
COc1ccc(Br)cc1CN(C)CC(=O)NCCc1ccc(S(N)(=O)=O)cc1	-9	-6	23	-2.3	1.6	-0.1	16	-1.6	-12
COc1ccc(NC2=NCC(Cc3ccc(Br)cc3)S2)cc1 (stereo unspecified)	11	-8	-38	-2.1	4.5	5.0	3	-2.1	-73
CO/N=C/C(c1ccc(Cl)nc1)S(=O)(=O)c1ccccc1 (stereo unspecified)	-5	-9	nt	-2.6	0.4	0.0	-13	-4.5	8
Oc1ccc2ccccc2c1/C=N/n1cnnc1	-3	-4	-8	-1.0	0.8	2.1	-4	-1.0	9
COc1ccc(OC)c(-n2c(C)nc3cc(C(=O)O)ccc32)c1	-6	-3	21	-0.8	0.5	0.8	3	-1.1	-1
NC(=O)CSc1nnc(-c2ccc(O)cc2)n1Cc1ccco1	0	-4	2	-1.4	0.8	0.9	-1	-4.0	5
Cc1c(CCC(C)C)c(=O)n2c([nH]c3ccccc32)c1C#N	1	nt	14	-4.0	0.4	1.3	-3	-3.1	-3
Cc1cc(C)n2nc(C(=O)Nc3ccc(S(=O)(=O)N(C)C)cc3)nc2n1	-1	-2	36	-3.1	-0.2	0.8	-11	-2.5	3
Cc1cccc(NC(=O)c2cc(S(=O)(=O)N3CCc4ccccc43)cn2C)c1	-23	nt	36	-4.7	0.7	-0.3	-3	-4.6	16

Quoted at random: five records from the list.
SMILES	FID counter	GalR3 antagonist	PHOSPHO1 block	IMP-1 inh	V1R ag counter	OXTR agonist	GPR7 antagonist	VIM-2 inh	HCV NS3 hel inh
COc1cccc(C(=O)N2CCN(C(=O)Cc3ccccc3)CC2)c1	-10	-1	33	-2.0	-0.6	-1.5	-11	-0.8	-11
CCCOc1c(Br)cc(C2C3=C(CCCC3=O)N(C)C3=C2C(=O)CCC3)cc1OC	-36	-5	3	-2.6	0.8	0.3	-1	-3.7	0
O=C(NCCCO)/C(=C\c1cn(-c2ccccc2)nc1-c1cccnc1)NC(=O)c1ccccc1	-23	-2	3	-0.5	0.7	-0.6	-3	-3.3	-2
Cc1ccc(C2C3=C(CC(C)(C)CC3=O)Nc3[nH]c(=S)[nH]c(=O)c32)cc1 (stereo unspecified)	nt	-2	51	nt	0.2	-0.1	nt	nt	nt
NC(=O)CSc1nnc(-c2ccc(O)cc2)n1Cc1ccco1	0	-4	2	-1.4	0.8	0.9	-1	-4.0	5

Further compounds.
SMILES	FID counter	GalR3 antagonist	PHOSPHO1 block	IMP-1 inh	V1R ag counter	OXTR agonist	GPR7 antagonist	VIM-2 inh	HCV NS3 hel inh
CN(C)/C=C1/Oc2c(ccc3ccccc23)C1=O	-7	-1	16	-0.8	0.0	-0.8	-8	3.9	7
Cc1cc(=O)oc2c(C)c(OC(C)C(=O)NCCCn3ccnc3)ccc12 (stereo unspecified)	2	-8	58	-2.6	0.3	0.2	-1	16*	2
CCOC(=O)Cc1cc(C)[nH]c1C(=O)OCC	-4	-5	37	-4.5	-0.1	0.5	-22	-2.8	4
CCC(=O)c1cc2c(C)cc(=O)oc2c(C)c1OC(=O)C(C)C	-10	-1	5	0.0	-1.8	-2.1	-9	0.2	-5
COC(=O)Cn1c(=O)c2c(n(Cc3ccccc3)c1=O)N/C(=C/c1ccc(OC)cc1)C2=O	-12	0	15	-3.0	0.5	0.3	-8	-1.4	9
COc1ccc(NC(=O)C=C(C)C)cc1Cl	-3	-1	2	-2.7	1.6	1.1	-6	-1.9	5
COc1cccc(C2C3=C(CC(C)(C)CC3=O)Nc3cc(OC)c(OC)cc32)c1 (stereo unspecified)	-21	15*	53	-1.8	-1.4	-2.0	-1	-1.6	-6
Oc1ccc2ccc3cccc[n+]3c2c1	6	-3	nt	34*	50*	65*	4	34*	2
COc1cc(OC)c(C2=NOC(C(=O)N3CCc4ccccc4C3)C2)cc1Cl (stereo unspecified)	-3	-3	-2	-4.2	0.1	0.2	-12	-5.4	-3
O=C(Nc1cccc([N+](=O)[O-])c1)C1COc2ccccc2O1 (stereo unspecified)	-5	-8	nt	-1.4	0.3	1.4	22	0.7	-4
COCCn1c(C)cc(C(=O)CSc2nc(C)cc(C)c2C#N)c1C	-12	-2	7	-3.0	6.4	9.1	-12	1.1	-1
CC(C)=CC(=O)Nc1nnc(-c2cccnc2)s1	-1	-1	15	-0.3	0.4	0.3	-13	0.3	0
Cc1cc(Br)ccc1NC(=O)CCS(=O)(=O)c1cccc2nonc12	2	-7	4	-1.9	0.3	-0.1	-12	-1.1	-3
O=c1c2c3c(sc2nc2n1CCC2)CCCCC3	-4	0	54	-3.0	-0.8	-0.8	0	0.9	-6
